Compound activity: PubChem, several laboratories
14-3-3 Bad inh = inhibitors of 14-3-3 zeta/Bad binding, primary screen, biochemical, TR-FRET, bovine 14-3-3 zeta. 14-3-3 protein zeta/delta (Bos taurus), P63103. TR-FRET 14-3-3zeta/Dy647-pBad peptide displacement, 1 h. inhibition, % at 21.7 µM. 220,000 compounds, 0.71% hits. AID 781, 2007;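 active = inhibition above about 70%, limit read from the data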;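 also: 0% = full 14-3-3 plus peptide FRET controls and 100% = background without 14-3-3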
PPC-1+TRAIL kill = compounds killing PPC-1 cancer cells with TRAIL present, primary screen, TRAIL potentiator project, ATPLite luminescence, uHTS | PPC-1 cells + TRAIL, ATPLite viability luminescence | cell killing (% activity), % at 4 µM | 220,000 compounds, 0.41% hits | AID 1443, 2008;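 active = cell killing above 50% in the first pass at 4 µM, then a duplicate retest at 5 µM averaging 50% or more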;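 also: plate controls were cells with TRAIL plus DMSO for no effect and medium-only wells lacking cells for full effect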
EP2 modulator = EP2 receptor modulators, cAMP readout, primary screen, cell-based, HTRF cAMP, PGE2 stimulation. Prostaglandin E2 receptor EP2 subtype (Homo sapiens), P43116. induction, % at 25 µM. EP2-expressing cells, cAMP HTRF FRET, PGE2 co-stimulation. 260,000 compounds, 0.83% hits;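 active = compounds whose cAMP rise, as percent of the full-agonist control response, exceeds 60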;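 also: rat C6 glioma line stably carrying human EP2 under a CMV promoter; the protocol text gives 20 µM as final concentration; 100% = response of wells given 1 µM PGE2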
NPY-Y1 PAM-ag = NPY-Y1 receptor potentiators or agonists, primary screen, cell-based. Neuropeptide Y receptor type 1 (Homo sapiens), P25929. NPY-Y1 expressing cells, potentiator/agonist activation. activation, % at 3.6 µM. 220,000 compounds, 0.37% hits; in the data active = activation above about 33%, passing the limit was not always enough;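 also: cells stimulated with NPY at EC10 then isoproterenol at EC100; 0% = low agonist plus stimulus and 100% = saturating agonist plus stimulus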
Target sequence (P25929 whole entry, looked up): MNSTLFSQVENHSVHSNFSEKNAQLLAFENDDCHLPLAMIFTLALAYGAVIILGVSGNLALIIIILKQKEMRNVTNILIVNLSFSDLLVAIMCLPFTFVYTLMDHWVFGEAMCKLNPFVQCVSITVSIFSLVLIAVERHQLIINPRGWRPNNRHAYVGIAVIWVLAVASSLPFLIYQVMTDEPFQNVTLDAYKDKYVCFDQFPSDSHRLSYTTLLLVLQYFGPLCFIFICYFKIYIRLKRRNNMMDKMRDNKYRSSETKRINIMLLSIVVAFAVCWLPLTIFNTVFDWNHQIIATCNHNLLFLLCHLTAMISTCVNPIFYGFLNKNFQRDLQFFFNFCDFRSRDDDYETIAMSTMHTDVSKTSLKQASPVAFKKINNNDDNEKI
PGE2 EP2 inh = human EP2 receptor antagonists, primary screen, TR-FRET cAMP, C6 glioma cells; Prostaglandin E2 receptor EP2 subtype (Homo sapiens), P43116; C6 glioma cells expressing human EP2; cells stimulated with saturating PGE2; inhibition, % at 25 µM; 260,000 compounds, 0.52% hits; AID 1422, 2008;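 active = percent inhibition above 40 after rounding to a whole number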;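 also: rat C6 glioma host cells with rolipram phosphodiesterase inhibitor present; the protocol text gives 20 µM as final concentration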
NPY Y1 blocker = NPY-Y1 receptor antagonists, primary screen, cell-based; Neuropeptide Y receptor type 1 (Homo sapiens), P25929; HEK293-CNG Y1 cells, membrane potential fluorescence; NPY at EC95, then isoproterenol; inhibition, % at 3.6 µM; 200,000 compounds, 1% hits; AID 1040, 2008;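 active = inhibition above the campaign mean inhibition of all tested compounds plus 3 SD, cut at about 20% in these data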;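 also: 0% = DMSO wells given NPY plus isoproterenol and 100% = isoproterenol alone without NPY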
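material = HEK293 cells with Y1 receptor plus CNG channel | also added = NPY 25 nM then isoproterenol 1 µM plus Ro 20-1724 25 µM | schedule = dye 3 h, compound 60 min room temperature, stimulation 45 min | measured by = membrane potential fluorescence | benchmarks = high control isoproterenol alone, low control NPY with isoproterenol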
CHOP inhibitor = inhibitors of CHOP promoter induction, primary screen, cell-based, unfolded protein response, luciferase reporter. CHO-K1 CHOP-promoter luciferase, tunicamycin-induced, 15-18 h. inhibition, % at 10 µM. 220,000 compounds, 3.8% hits. AID 2732, 2010;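 active = compounds that reduced the stress-induced luciferase reporter signal by more than about 70% of percent inhibition, limit read from the data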;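 also: 0% = tunicamycin plus vehicle and 100% = wells without tunicamycin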
zfTRPN1 agonist = zebrafish TRPN1 channel agonists, primary screen, cell-based, HEK293, calcium fluorescence | transient receptor potential cation channel N1 (TRPN1/NompC), Danio rerio | HEK293 zebrafish TRPN1-YFP, Fluo-8 calcium fluorescence; 100% = response to 87 µM carbachol | activation, % at 3 µM | 220,000 compounds, 0.18% hits | AID 1424, 2008;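 active = activation above its plate's cutoff, the mean activation of test wells on that plate plus 3 SD, cut at about 19% in these data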;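 also: 0% = DMSO alone and 100% = 87 µM carbachol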
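Control set: carbachol 87 µM as high control, DMSO as low control; system: HEK293 stable line with zebrafish TRPN1-YFP; read-out: % activation versus carbachol response; detection: intracellular calcium fluorescence with Fluo-8; doses: single test compound dose, 3 µM nominal, 0.3% DMSO; schedule: dye 1 h 37 °C plus 30 min RT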
TRPML3 agonist = human TRPML3 channel agonists, primary screen, cell-based, HEK293 TRPML3-YFP, Fluo-8 calcium fluorescence, 3 µM; 100% = the carbachol control signal; activation, % at 3 µM; 220,000 compounds, 0.29% hits; AID 1448, 2008;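 active = activation above its plate's cutoff, the mean activation of the plate's test wells plus 3 SD, cut at about 12% in these data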;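 also: 0% = DMSO only wells and 100% = carbachol wells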
Target sequence (Q8TDD5 whole entry, looked up): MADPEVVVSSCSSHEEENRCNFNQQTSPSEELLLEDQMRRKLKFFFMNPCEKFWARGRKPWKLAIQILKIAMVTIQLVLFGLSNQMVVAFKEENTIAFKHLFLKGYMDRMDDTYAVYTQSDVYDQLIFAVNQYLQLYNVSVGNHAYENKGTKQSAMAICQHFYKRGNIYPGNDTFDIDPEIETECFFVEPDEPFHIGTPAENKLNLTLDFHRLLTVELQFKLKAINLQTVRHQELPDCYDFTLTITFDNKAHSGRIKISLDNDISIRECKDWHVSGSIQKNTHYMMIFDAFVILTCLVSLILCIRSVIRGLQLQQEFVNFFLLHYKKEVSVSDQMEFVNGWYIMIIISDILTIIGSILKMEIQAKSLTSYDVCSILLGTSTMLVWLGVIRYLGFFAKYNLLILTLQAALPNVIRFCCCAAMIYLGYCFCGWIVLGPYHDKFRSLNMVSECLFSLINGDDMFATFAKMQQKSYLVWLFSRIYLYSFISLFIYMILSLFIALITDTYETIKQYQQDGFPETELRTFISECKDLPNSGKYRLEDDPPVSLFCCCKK
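Material: TRPML3-YFP stable HEK293 cells | Dosing: One concentration, 3 µM nominal, 0.3% DMSO | Timing: 125 s total fluorescence read per well | Technique: Fluo-8 calcium dye fluorescence, ex 470-495, em 515-575 nm | Measure: Percent activation from peak-to-basal fluorescence ratio, scaled between DMSO and carbachol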
* marks the source's active call; other numbers are inactive results; nt = no result given; [ ] = dose if it differs, or a comment. A portion of the library; the hit share may differ from the screen's.

SMILES	14-3-3 Bad inh	PPC-1+TRAIL kill	EP2 modulator	NPY-Y1 PAM-ag	PGE2 EP2 inh	NPY Y1 blocker	CHOP inhibitor	zfTRPN1 agonist	TRPML3 agonist
CC1CCc2cc(F)ccc2N1C(=O)c1cnc2sccn2c1=O (configuration not stated)	-1	9	2	-11	15	1	79*	1.3	1.0
O=C(CCC1CCCN(c2ncccn2)C1)NCc1ccccc1F (configuration not stated)	-1	21	4	-7	4	15	19	-0.6	-0.3
CC(=O)c1cccc(S(=O)(=O)N2CCC(n3nnc4cc(F)ccc43)CC2)c1	-5	16	-44	14	6	11	0	1.4	0.3
O=C(c1ccccc1)N1CCN(C(=O)c2ccc([N+](=O)[O-])cc2)CC1	-4[fluorescence artefact?]	-3	14	19	5	1	2	1.7	1.1
O=C(CSc1ncnc2c1oc1ccccc12)NCc1ccco1	-2	16	-3	-5	nt	8	42	0.2	0.3
Cc1ccc(-n2cc(CNC(C)c3cnn(C)c3C)c(-c3ccc(F)cc3)n2)cc1 (configuration not stated)	-2	13	0	-17	8	8	3	1.9	0.8
O=C(CCNC(=O)Cn1ccc2ccccc2c1=O)NCc1ccc(F)cc1Cl	-1	-7	-12	7	2	3	29	-0.9	0.7
CC(=O)Nc1ccccc1NC(=O)C/C(C)=N/NC(=O)c1ccncc1	-9	12	12	-17	6	-2	15	1.1	0.8
Cc1cc(C)n(Cc2cc(C(=O)O)c3ccccc3n2)n1	-2	18	30	5	9	1	14	0.0	0.7
COc1ccc(-n2nnnc2SCC(N)=O)cc1	6	17	9	4	15	2	-8	0.1	0.1
Cc1ccc(F)cc1S(=O)(=O)NCc1ccc(N2CCN(C)CC2)cc1	1	11	-5	-4	3	nt	-1	1.1	1.5
O=C(COC(=O)c1ccc(S(=O)(=O)N2CCCC2)cc1)Nc1ccc(N2CCOCC2)cc1	-9	27	6	-3	4	-2	3	0.4	1.2
Nc1c(C(=O)Nc2ccccc2F)sc2nc(-c3ccco3)ccc12	-14	10	-40	1	5	8	0	0.8	0.0
CCn1c(-c2nn(C)c(C)c2Cl)n[nH]c1=S	-7	25	49	-20	8	9	-9	-0.5	0.1
Nc1ccc(Nc2nc(-c3cccs3)cs2)cc1	-23	nt	-29	15	7	-6	31	1.0	0.7
Cc1ccc(-c2ccc(=O)n(CC(=O)N3CCN(c4cccc(C)c4)C(C)C3)n2)cc1 (configuration not stated)	5	-7	-49	-15	18	10	67	-1.2	-0.8
C/C(=N\N=C(N)N)c1ccc(Cl)cc1	14	4	-71	-12	5	16	12	-0.7	0.2
Cc1ccc(-n2nc(C)c3cc(C(=O)O)sc32)cc1	4	29	-5	-3	12	8	25	0.1	-0.5
O=c1[nH]c2ccccc2c(O)c1Cc1ccccc1	-1	nt	-2	11	11	-1	-8	0.1	0.7
COc1cc(C(C)=O)ccc1OCC(O)CN(CCO)Cc1ccccc1 (configuration not stated)	-13	4	-43	9	8	8	4	-0.6	0.3
CC(=O)Oc1ccc(-c2cccc(C(=O)NCC(=O)O)c2)cc1	22	-5	26	-15	2	8	3	-0.6	1.0
Cc1noc(/C=C/N(C)C)c1S(=O)(=O)N1CCCC(C(=O)NC(C)c2ccccc2)C1 (configuration not stated)	-5[fluorescence artefact?]	22	25	25	2	-3	-12	0.5	-0.3
C=CCc1cc(/C=N/n2cnnc2)cc(OCC)c1O	31	16	7	-31	11	4	-1	-0.1	0.3
O=C(O)CC(C(=O)O)c1cn(Cc2ccccc2)c2ccccc12 (configuration not stated)	26	20	-31	-9	-5	4	-12	-0.1	-0.6
O=C(CN1C(=O)C2CC=CCC2C1=O)NCc1ccc2c(c1)OCO2 (configuration not stated)	-4	16	17	2	10	2	8	-0.6	-0.2
CC(=O)c1nc(N2C(=O)CC(Cc3cc(C)cc(C)c3)C2=O)sc1C (configuration not stated)	-9	21	30	-32	17	2	16	1.1	0.9
CCCCN(C(=O)CSc1nnc(-c2ccc(OC)cc2)n1CC)c1c(N)n(Cc2ccccc2)c(=O)[nH]c1=O	-19[fluorescence artefact?]	10	20	16	12	3	24	1.0	0.8
Cc1csc(NC(=O)C2CCCN(S(=O)(=O)c3cnc[nH]3)C2)n1 (configuration not stated)	2	8	6	5	18	-2	-12	1.4	0.4
CC(C)C(NC(=O)CNC(=O)OC(C)(C)C)C(=O)NCc1ccccc1 (configuration not stated)	-12[fluorescence artefact?]	8	15	-22	11	-1	-23	0.1	0.0
COc1ccc(C/C(C)=N\NC(=O)c2c[nH]c3ccccc23)cc1OC	-4	1	-62	-4	12	nt	-10	-0.5	-0.1
CC(c1ccccc1)N1C(=O)C2C3C=CC(C4CC34)C2C1=O (configuration not stated)	13	nt	16	-4	5	1	12	-2.5	0.2
N#CC1=C(N)NC(=S)C(C(N)=O)C1c1ccc([N+](=O)[O-])cc1 (configuration not stated)	-11	29	9	-12	4	0	2	0.6	0.4
COc1ccc(C2/C(=C(\O)c3ccc4c(c3)OCCO4)C(=O)C(=O)N2Cc2ccco2)c(OC)c1 (configuration not stated)	24[fluorescence artefact?]	11	35	-24	17	14	10	-1.3	0.0
CCc1ccc2nc(Nc3ccc(OC)cc3OC)c(C#N)cc2c1	-2	30	26	-37	8	4	-9	-0.6	0.8
CCOc1ccc(Cn2ccnc2)cc1[N+](=O)[O-]	17[fluorescence artefact?]	3	4	2	5	2	10	0.7	0.4
CN(C)C(=O)Nc1ccccc1CC[N+](=O)[O-]	-6	1	0	10	4	-4	6	-0.7	0.8
COCc1[nH][nH]c(=O)c1C=Nc1ccc(C(F)(F)F)cc1	-6	-1	8	4	0	-1	4	-0.1	0.9
COCCN=c1scc(-c2ccco2)n1/N=C/c1ccc(O)c(O)c1O	37	20	-38	26	9	4	-80	-1.4	0.2
O=C(Nc1ccccc1Cl)N1CCN(c2ccc3nnc(-c4ccc(F)cc4)n3n2)CC1	33[fluorescence artefact?]	-12	-28	8	nt	2	38	-1.3	-0.2
CCN(CC)S(=O)(=O)c1ccc(C(=O)N2CCN=C2SC)cc1	7	4	7	5	12	2	35	3.0	0.4
CCN(CC)S(=O)(=O)c1ccc(C(=O)NNc2nc(-c3ccccc3)c3cc(Br)ccc3n2)cc1	7[fluorescence artefact?]	23	30	-29	6	-5	17	-0.9	0.4
COc1ccc(C(=O)NC(=S)NNC(=O)c2ccc(NC(C)=O)cc2)cc1Br	-11	24	-38	-9	5	-1	33	-0.4	0.9
CC(NC(=O)c1cccs1)c1ccc2c(c1)OCO2 (configuration not stated)	-1	16	15	-24	6	12	-6	-1.2	-0.3
C/C(=N\Nc1nnc2c3ccccc3n(C)c2n1)c1ccc(C)o1	45[fluorescence artefact?]	26	-18	-17	18	5	-23	1.6	0.3
O=C(CSc1nnc(Cc2ccccc2)o1)c1cc(F)ccc1F	-1	2	-6	-8	2	7	4	-0.9	-0.7
Cc1ccc(N2C(=O)c3ccccc3C2C(=O)c2cc(C)ccc2O)cc1 (configuration not stated)	9[fluorescence artefact?]	-12	17	9	9	-2	13	0.0	0.1
O=C(N=C1SCC(=O)N1c1ccccc1Cl)c1ccccc1	-17	21	67*	10	6	-3	17	1.0	1.0
CCC(=O)Nc1cc(C(=O)NCC2CCCN2CC)c(OC)cc1N(C)C (configuration not stated)	4	14	32	-7	4	2	-7	1.8	-0.3
Cc1ccc(C2(C)NC(=O)N(CC(=O)Nc3cc(C)on3)C2=O)cc1 (configuration not stated)	1	11	7	-3	5	5	-9	0.1	1.3
Cc1ccc(/C=C/C(=O)NCCc2c[nH]c3ccccc23)o1	-7	0	-72	-7	12	2	-5	-1.6	-0.2
O=C(COc1ccc(Cl)cc1Cl)NCCSc1ccc(Cl)cc1	-9	0	-35	91*	12	18	-3	0.2	0.7
COc1ccc(NC(=O)OCC(C)C)cc1OC	4	4	22	7	3	0	-23	-0.5	0.1
CCC(=O)N1CCN(c2ccc(NC(=O)c3ccc([N+](=O)[O-])o3)cc2Cl)CC1	-6	31	-41	8	25	-1	25	2.7	2.7
O=c1c2ccccc2c(C=Nc2ccc(Cl)cn2)c(O)n1-c1cc(Cl)ccc1N1CCOCC1	-5	-9	5	-3	13	10	0	0.6	1.3
CC1SCC(NC(=O)c2ccc(Cl)cc2)CS1 (configuration not stated)	2	6	-17	-23	0	nt	-2	1.1	0.3
COC(=O)C1=C(C)Nc2ncnn2C1c1cccnc1 (configuration not stated)	15	4	31	2	4	2	4	0.0	0.1
O=S(=O)(Nc1ccccn1)c1cccc(S(=O)(=O)c2ccc(Br)cc2)c1	-9	6	-30	24	8	1	3	0.3	0.1
O=C(COc1ccccc1)Nn1c(-c2ccccc2)nc2ccccc2c1=O	12	15	15	3	5	4	15	1.0	-0.1
COc1ccc(C2CC(c3ccccc3)=NN2C(=O)COC(=O)c2cc(S(=O)(=O)N3CCOCC3)ccc2F)cc1 (configuration not stated)	8	4	15	-33	7	6	-65	-0.7	-0.6
CC(C)(C)c1ccc(OCC(O)CN(CCO)CC(O)Cn2ccc3ccccc32)cc1 (configuration not stated)	-5[fluorescence artefact?]	4	24	-4	12	2	103*	-0.5	0.1
Cc1ccc(NC(=O)c2ccco2)cc1NC(=O)CSc1nnc(-c2cccs2)n1C	6	16	0	-28	9	-2	1	-0.2	-0.1
Cc1ccc(CNS(=O)(=O)c2ccc3c(c2)OCCO3)cc1	-17	-5	-17	3	6	4	11	0.4	0.7

2 of the compounds above, with each value named.
Molecule: COC(=O)C1=C(C)Nc2ncnn2C1c1cccnc1 (configuration not stated)
  14-3-3 Bad inh = 15
  PPC-1+TRAIL kill = 4
  EP2 modulator = 31
  NPY-Y1 PAM-ag = 2
  PGE2 EP2 inh = 4
  NPY Y1 blocker = 2
  CHOP inhibitor = 4
  zfTRPN1 agonist = 0.0
  TRPML3 agonist = 0.1
Molecule: O=C(CSc1nnc(Cc2ccccc2)o1)c1cc(F)ccc1F
  14-3-3 Bad inh = -1
  PPC-1+TRAIL kill = 2
  EP2 modulator = -6
  NPY-Y1 PAM-ag = -8
  PGE2 EP2 inh = 2
  NPY Y1 blocker = 7
  CHOP inhibitor = 4
  zfTRPN1 agonist = -0.9
  TRPML3 agonist = -0.7
